Assay outcomes from PubChem.
DYRK1A inh – Dyrk1A (rat) kinase inhibition | ADP-Glo luminescence, NFATc1 peptide | AID 504441 | inhibition, % at 12.5 µM | 0.43% of 310,000 active; in the data active means inhibition above about 50%;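 further: plate controls were vehicle with enzyme for no effect and no enzyme for full effect; many of its hits are not listed in these tables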
GSK3B inh – human GSK3beta kinase inhibition. GST-GSK3beta kinase, ADP-Glo luminescence, 60 min; hits give low values. activity score (negative = inhibition), % at 10 µM. 0.038% of 300,000 active. AID 2097;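 active means more than half of replicate wells score below -50%, meaning over 50% inhibition versus plate controls; inconclusive means some replicates but at most half score below -50%; inactive means no replicate scores below -50%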;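 further: 0% = median DMSO wells and -100% = median GW8510 positive control wells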
Target sequence (P49841 whole entry, looked up): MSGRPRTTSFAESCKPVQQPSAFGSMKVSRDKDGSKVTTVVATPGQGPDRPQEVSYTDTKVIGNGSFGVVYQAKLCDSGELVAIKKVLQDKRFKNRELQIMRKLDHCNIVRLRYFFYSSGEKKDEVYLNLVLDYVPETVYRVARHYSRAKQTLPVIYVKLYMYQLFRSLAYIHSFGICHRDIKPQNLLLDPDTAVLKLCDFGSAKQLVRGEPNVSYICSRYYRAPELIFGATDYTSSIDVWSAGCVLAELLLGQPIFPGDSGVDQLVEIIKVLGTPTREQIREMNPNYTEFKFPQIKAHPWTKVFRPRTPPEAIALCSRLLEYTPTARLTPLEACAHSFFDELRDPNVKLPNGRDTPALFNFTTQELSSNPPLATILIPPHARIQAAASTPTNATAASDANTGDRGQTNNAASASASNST
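Assay system: GST-fused GSK3beta enzyme, cell-free / Medium: Tris pH 7.5 buffer with MgCl2, DTT, BSA, heparin / Also added: peptide substrate plus 25 µM ATP (final) / Compound: 10 µM single point / Timing: kinase reaction with compound 60 min at room temperature / Detection: ADP-Glo luminescence / Benchmarks: DMSO neutral wells and GW8510 at 20 µM as positive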
PolyA inhibitor – inhibitors of polyadenylation in S. cerevisiae | 0.02% of 300,000 active | calls only at 12 µM | S. cerevisiae SKY197-pL101 polyadenylation reporter, beta-gal luminescence; efflux-impaired pdr1/pdr3 knockout yeast; score 100 = 6 SD above DMSO | AID 1875;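 active means lowest replicate activity score at least 50, where 100 means six control SD above control mean; inconclusive means lowest score under 50 but half or more replicates reach 50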;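 further: yeast exposed to compound for 9 h at 30 °C; higher score means more reporter readthrough which indicates perturbed polyadenylation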
KCNQ1 pot – potentiates or activates the human KCNQ1 potassium channel; P51787; CHO-K1 KCNQ1, thallium flux FluxOR fluorescence; hits give high values; B-score at 10 µM; 0.35% of 310,000 active; AID 2648;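 active means fluorescence ratio B-score, a plate-corrected score, at least three library SD, with initial intensity B-score within 5 SD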
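Schedule – 37 °C overnight plating, 90-min dark dye load, 20-min compound pretreatment · System – stable KCNQ1 CHO-K1 line · Probe or stimulus – thallium- and potassium-containing depolarizing buffer · Measured by – kinetic FluxOR fluorescence, 10 s baseline plus 110 s post-stimulus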
KCNK9 inh – inhibitors of human KCNK9 two-pore domain potassium channel | Q9NPC2 | HEK293 KCNK9, FluxOR thallium flux fluorescence; hits give low values | B-score at 10 µM | 1.2% of 310,000 active | AID 488922;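 active means ratio B-score over 3 SD below the library mean, with starting fluorescence within 5 SD of its mean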;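 further: negative B-score means less thallium flux so channel inhibition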
KCNK3 inh – human KCNK3 channel inhibition, primary screen | O14649 | 0.84% of 340,000 active | B-score at 10 µM | CHO-KCNK3 thallium flux, FluxOR fluorescence; hits give low values;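 active means B-score under library mean minus 4 SD, starting fluorescence ratio at most library mean plus 5 SD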;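 further: more negative B-score means stronger inhibition of thallium flux through KCNK3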
HDAC3 inhib – inhibitors of human histone deacetylase 3; AID 2718; recombinant HDAC3, fluorogenic peptide/trypsin coupled, fluorescence; O15379; inhibition, % at 8.3 µM; 0.15% of 320,000 active; in the data active means inhibition above about 26%, passing the limit was not always enough; inconclusive means no clear call, values can overlap the other calls
RGS4 act – RGS4 potentiation or activation; HEK293 M3R/inducible RGS4, carbachol calcium flux Fluo4; hits give low values; B-score at 10 µM; 0.92% of 310,000 active; AID 463111;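 active means B-score of the integrated calcium signal more than 4 SD below the library mean, with starting fluorescence not abnormally high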;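 further: negative B-score means reduced calcium response which marks RGS4 activation or potentiation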
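Assay system: HEK293 FlpIn-TREx cells, stable M3R, doxycycline-inducible RGS4 / Probe or stimulus: carbachol, ECmax concentration / Times: overnight RGS4 induction, 30 min dye load 37 °C, 20 min compound RT / Signal: kinetic calcium fluorescence imaging with Fluo4-AM dye, 2 µM / Measure: Agonist-evoked peak-minus-minimum fluorescence over baseline, integrated ratio, B score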
hERG rescue – hERG (human) protection from proarrhythmic block; Q12809; CHO-hERG, FluxOR thallium flux, dofetilide IC70 present; activation (rescue from dofetilide block), less the hit threshold, % at 10 µM; 0.51% of 310,000 active; AID 1511;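 active means activation above the mean of controls blocked by dofetilide plus 5 SD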;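 further: thallium influx through hERG after potassium depolarization seen as dye fluorescence rise; in these data hits start at about 4.7%; inactives centre near -7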
GSK3A inh – inhibitors of human GSK-3 alpha kinase; 0.1% of 320,000 active; P49840; inhibition, % at 10 µM; AID 2650; ADP-Glo luminescence, 60 min;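 in the data active means inhibition above about 50%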;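 further: GST-tagged GSK-3 alpha with peptide substrate and 25 µM ATP; 0% = DMSO neutral wells and 100% = GW8510 positive control wells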
Target sequence (P49840 whole entry, looked up): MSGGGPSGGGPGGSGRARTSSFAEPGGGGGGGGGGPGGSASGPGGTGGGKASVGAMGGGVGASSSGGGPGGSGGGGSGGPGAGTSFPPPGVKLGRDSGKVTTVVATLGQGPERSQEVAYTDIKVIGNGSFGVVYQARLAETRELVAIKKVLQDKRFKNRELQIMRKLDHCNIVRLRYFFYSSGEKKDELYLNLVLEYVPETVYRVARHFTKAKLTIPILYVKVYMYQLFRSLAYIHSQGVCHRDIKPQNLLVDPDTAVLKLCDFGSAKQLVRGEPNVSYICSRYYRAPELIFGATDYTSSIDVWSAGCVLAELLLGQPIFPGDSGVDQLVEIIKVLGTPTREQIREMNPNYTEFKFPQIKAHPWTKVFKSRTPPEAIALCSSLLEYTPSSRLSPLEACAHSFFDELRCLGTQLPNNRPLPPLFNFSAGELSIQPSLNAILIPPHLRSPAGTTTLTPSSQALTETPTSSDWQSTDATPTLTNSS
KCNQ1 block – inhibitors of human KCNQ1 potassium channel; 1.3% of 310,000 active; AID 2642; P51787; CHO-K1 KCNQ1, FluxOR thallium flux fluorescence; hits give high values; B-score at 10 µM;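 active means compounds whose thallium flux B-score, printed positive for inhibition, exceeds three library SD while starting fluorescence stays within three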;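 further: channel opened by potassium depolarization with thallium stimulus after 20 min compound exposure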
The depositor's hits bear a star; i = inactive; u = inconclusive; x = not tested or not shown.

SMILES	DYRK1A inh	GSK3B inh	PolyA inhibitor	KCNQ1 pot	KCNK9 inh	KCNK3 inh	HDAC3 inhib	RGS4 act	hERG rescue	GSK3A inh	KCNQ1 block
CCCN(CCC)c1ccc(C(O)c2nnc(-c3ccccc3)o2)cc1 (configuration not stated)	-1	-2	i	i	i	i	14	i	-7	-3	i
CC(C)C(C(=O)OCC(=O)c1ccccc1)N1C(=O)C2C3C=CC(C3)C2C1=O (configuration not stated)	3	2	i	i	i	i	-3	i	-8	0	i
CCOC(=O)c1ccc(NC(=S)N(CCCN2CCN(CC)CC2)Cc2cccs2)cc1	1	-9	i	i	i	i	4	i	-5	-1	i
Cn1cc(C(=O)NCC2COc3ccccc3O2)c(=O)c2cc(S(=O)(=O)N3CCCCC3)ccc21 (configuration not stated)	-6	2	i	i	i	i	1	i	-8	3	i
COc1ccc(O)c(CN2CCN(C/C=C/c3ccccc3)CC2)c1	-1	1	i	i	i	i	u	i	-9	-1	i
CN(C)CCNC(=O)Nc1ccc(Cl)c(Cl)c1	11	0	i	i	i	i	4	i	-8	0	i
COc1cccc2c1OC1(C)CC2NC(=O)N1Cc1ccccc1 (configuration not stated)	3	-1	i	i	i	i	1	i	-6	1	i
COc1ccccc1C1(O)CCN(CC(=O)Nc2c(C)nn(C)c2C)CC1	x	10	i	i	i	i	4	i	-2	-5	i
Cc1cc[n+]2cc(-c3cccc([N+](=O)[O-])c3)c(-c3cccc([N+](=O)[O-])c3)cc2c1	4	-2	i	i	i	i	11	i	-6	-2	i
Cc1cc(C)c(C(=O)COC(=O)c2cccc(S(=O)(=O)NCc3ccccc3)c2)cc1C	2	1	i	i	i	i	-4	i	-7	2	i
CCOc1ccc(S(=O)(=O)Nc2ccc3c(c2)OCO3)cc1	0	-1	i	i	i	i	-1	i	-9	0	i
O=C(Nc1nnc(-c2ccco2)s1)C1CCN(S(=O)(=O)c2ccc(Cl)cc2)CC1	-9	-1	i	i	i	i	-1	i	-3	-2	i
CCS(=O)(=O)N1CCC(C(=O)Oc2ccc(Cl)cc2)CC1	3	2	i	i	i	i	-7	i	-4	x	i
Cn1c(O)c(N=NC(=O)CNC(=O)c2ccccc2)c2cc(Br)ccc21	1	0	i	i	i	i	1	i	-7	-1	i
CC(C)(C)CC(=O)Nc1nnc(CCc2ccccc2)s1	x	2	i	i	i	i	1	i	-1	0	i
Cn1cccc1C1NC(=O)c2c(sc3c2CCC(C(C)(C)C)C3)N1 (configuration not stated)	-5	0	i	i	i	i	7	i	-11	18	i
CCc1nc(OCc2ccccc2)c2sc3nc4c(cc3c2n1)COC(C)(C)C4	4	1	i	i	i	i	x	i	-7	x	i
CC1=C(C(=O)Nc2ccccc2C)C(c2ccc(C)o2)N2C(=O)CSC2=N1 (configuration not stated)	0	-1	i	i	-8.3*	i	5	i	-6	-3	i
COCCNC(=O)C(=O)Nc1cccc(Br)c1	9	3	i	i	i	i	-5	i	-2	-3	i
CC1=CC(C)C(COC(=O)CN2CCCCC2)C(C)C1 (configuration not stated)	-3	0	i	i	i	i	-1	i	-8	-1	i
CN1CCc2nc3sc(C(=O)NCc4ccccc4)c(N)c3cc2C1	-16	0	i	i	i	i	6	i	-11	x	i
CC(=O)c1ccc(N2CCN(C(=O)c3nn(C)c4c3CS(=O)(=O)c3ccccc3-4)CC2)cc1	-4	0	i	i	i	i	12	i	-10	0	i
O=C(CSc1nnnn1C1CCCCC1)N1CCc2ccccc21	4	0	i	i	i	i	5	i	1	-3	i
O=C(CNC(=O)c1ccccc1F)OCC(=O)c1ccc(Cl)s1	1	-6	i	i	i	i	3	i	-15	-4	i
CCn1c(-c2sc(-c3ccccc3)nc2C)n[nH]c1=S	-5	1	i	i	i	i	2	i	-5	3	i

Looked up above.
Reading for COc1ccccc1C1(O)CCN(CC(=O)Nc2c(C)nn(C)c2C)CC1 under HDAC3 inhib: 4
Reading for COc1cccc2c1OC1(C)CC2NC(=O)N1Cc1ccccc1 (configuration not stated) under DYRK1A inh: 3

(next part)
SMILES	DYRK1A inh	GSK3B inh	PolyA inhibitor	KCNQ1 pot	KCNK9 inh	KCNK3 inh	HDAC3 inhib	RGS4 act	hERG rescue	GSK3A inh	KCNQ1 block
O=C1C(C=NCc2ccco2)=C(O)c2ccccc21	21	2	i	i	i	i	2	i	-11	0	i
CCn1c(SCC(=O)Nc2ccccc2)nnc1C1CCCCC1	-11	-4	i	i	i	i	-5	i	-7	20	i
O=C(Nc1cccc(NC(=O)c2ccccc2[N+](=O)[O-])n1)c1ccccc1[N+](=O)[O-]	10	1	i	i	i	-9.5*	0	i	-12	-2	i
COc1cccc(CNc2ncn[nH]2)c1OCc1ccc(F)cc1	x	1	i	i	i	i	-3	i	-2	1	i
Cc1ccc(OCC(=O)NC(=S)Nc2cccc(NC(=O)c3ccccc3)c2)cc1	6	1	i	i	i	i	0	i	-1	0	i
CCc1nnc(NC(=O)c2ccc3c(c2)C(=O)N(CC(C)C)C3=O)s1	x	-1	i	i	i	x	x	i	-1	x	i
CC(C)N(C(=S)Nc1cc(S(=O)(=O)N2CCOCC2)ccc1Cl)c1ccccc1	-1	0	i	i	i	i	x	i	-4	x	i
COC(=O)c1cnn(-c2nc(-c3ccccc3)cs2)c1N	-2	5	i	i	i	i	4	i	-2	-1	i
Oc1ccc(N=Cc2sc3ccccc3c2Cl)cc1	4	1	i	i	i	i	u	i	-6	-1	i
CCN(CC)C(=O)c1cc(-c2ccc3c(c2)OCO3)on1	4	-3	i	i	i	i	-3	i	-8	-3	i
CCN(CC)CCOc1nnc(-c2ccc(OC)cc2)c2ccccc12	4	2	i	i	i	i	-1	i	-6	-1	i
Clc1ccsc1-c1csc(-c2cccnc2)n1	7	2	i	i	i	i	1	i	-1	-1	i
CC(C)CN1CCC(=O)N(CCOc2ccccc2)CC1	11	1	i	i	i	i	-3	i	-5	-1	i
CCN(C(=O)COC(=O)CNC(=O)c1sc2ccccc2c1Cl)C1CCCCC1	1	-5	i	i	i	i	-2	i	-8	0	i
CC1CC(C)CN(c2oc(-c3ccco3)nc2C#N)C1 (configuration not stated)	0	2	i	i	i	i	x	i	-2	x	i
CCCCn1c(=N)n(CCOc2ccc(C)cc2)c2ccccc21	-5	-8	i	i	i	i	3	i	-11	3	i
CCCc1cc(=O)[nH]c(SCC(=O)c2cc(C)n(CCC)c2C)n1	4	-4	i	i	i	i	5	i	-12	-1	i
COc1ccc(NC(=O)c2ccc3ccccc3n2)cc1S(=O)(=O)Nc1ccccc1Cl	-4	1	i	i	i	i	-5	i	-11	-2	i
C=CCNC1=C(Cl)C(=O)N(c2cccc(Cl)c2Cl)C1=O	4	-2	i	i	i	i	1	i	-7	-2	i
Cc1nn(Cc2ccccc2)c(Cl)c1/C=C/C(=O)OC(C(=O)NC(N)=O)C(C)C (configuration not stated)	1	-1	i	i	i	i	3	i	-7	-2	i
O=C(CCN1CCCCC1)Nc1cccc(Cl)c1	5	1	i	i	i	i	0	i	-5	-1	i
CCCOc1ccc(/C(O)=C2/C(=O)C(=O)N(CCCOC)C2c2ccncc2)cc1 (configuration not stated)	4	2	i	i	i	i	2	i	-6	-2	i
CC(=O)Nc1cccc(NC(=O)CSc2nc3ccccc3o2)c1	-6	-1	i	i	i	i	2	i	-6	1	i
Cc1cc(C)nc(N2C(=O)CC(Cc3ccccc3)C2=O)n1 (configuration not stated)	-4	2	i	i	i	i	-10	i	-7	1	i
COCCCNC(=O)CN(Cc1ccccc1)S(=O)(=O)c1ccccc1	1	-4	i	i	i	i	0	i	-2	-2	i
More records follow:
SMILES	DYRK1A inh	GSK3B inh	PolyA inhibitor	KCNQ1 pot	KCNK9 inh	KCNK3 inh	HDAC3 inhib	RGS4 act	hERG rescue	GSK3A inh	KCNQ1 block
Cc1ccc(C(=O)Nc2ccc(S(=O)(=O)NCc3ccco3)cc2)cc1	2	-28	i	i	i	i	-7	i	-5	1	i
O=Cc1cn(CCC(=O)O)nc1-c1cccc2ccccc12	1	-2	i	i	i	i	-1	i	0	0	i
Cc1[nH]nc2c1C(c1cnn(C)c1)C(C#N)=C(N)O2 (configuration not stated)	x	1	i	i	i	i	10	i	-9	1	i
COC(=O)c1cc(C#N)c(Oc2ccc(OC)cc2)nc1C	3	3	i	i	i	i	x	i	-4	x	i
O=[N+]([O-])c1cccc(-n2nnnc2CN2CCCCCC2)c1	5	-3	i	i	i	i	10	i	-7	x	i
Cc1csc(NC(=O)c2cn3ccccc3n2)n1	9	0	i	i	i	i	x	i	-7	9	i
CC(=O)NS(=O)(=O)c1ccc(N=c2ssc3c2-c2cc(C)c(C)cc2NC3(C)C)cc1	-2	0	i	i	i	i	3	i	-11	-2	i
CN(C)C(CNC(=O)CNC(=O)c1ccc2ccccc2c1)c1ccccc1 (configuration not stated)	-3	-4	i	i	i	i	-4	i	-2	-1	i
C=CCOc1ccc(CNc2ccc3[nH]c(=O)[nH]c3c2)cc1	x	-1	i	i	i	i	0	i	-5	-4	i
C/C(=N\NC(=O)CSCc1ccc([N+](=O)[O-])cc1)c1ccccc1O	0	0	i	i	i	i	4	i	-5	-1	i
Cc1ccc(-c2nc3ccccc3c(=O)n2N)cc1	x	-1	i	i	i	i	14	i	-4	0	i
COc1c(C(=O)Nc2c(C)n(C)n(-c3ccccc3)c2=O)ccc2ccccc12	7	-23	i	i	i	i	14	i	-10	-1	i
O=C(COC(=O)c1ccc(Cl)nc1)NC(=O)c1ccc(OC(F)F)cc1	1	2	i	i	i	i	0	i	-11	-3	i
CC(C(=O)N1CCN(C(=O)c2ccco2)CC1)n1sc2ccccc2c1=O (configuration not stated)	1	6	i	i	i	i	-3	i	-8	-2	i
CC(C)c1ccc(CC(NC(=O)c2ccccc2)C(=O)NCC(=O)O)cc1 (configuration not stated)	-2	0	i	i	i	i	5	i	-4	-2	i
CCN(CC(=O)Nc1ccc(NC(C)=O)cc1)C(=O)c1cccc(S(=O)(=O)N2CCCC2)c1	-4	2	i	i	i	i	-4	i	-18	1	i
O=[N+]([O-])c1cn(-c2nc(-c3ccco3)cc(C(F)(F)F)n2)cn1	-3	1	i	i	i	i	-5	i	1	-5	i

The list is partial (hit frequency here may not be typical).
